rTrxR1 inhibitor: inhibitors of rat thioredoxin reductase 1; recombinant rTrxR1, NADPH fluorescence consumption, selenite substrate; AID 588453; Potency, µM (doses to about 114 µM), for the others: at the top dose activity change, negative = inhibition, actives largely listed as inhibitors; hit rate 1% among 390,000; further: potency means the concentration at half of the fitted maximal effect; on the % scale 0 is the no-effect control and ±100 the full control effect; nearly all actives have a fitted effect of over 65% in size
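Rat TrxR1 (90 nM in the dispensed reagent) was pre-reduced with 400 uM NADPH for 5 min at room temperature, then incubated with compound for 15 min. After 400 uM selenite was added, NADPH fluorescence (Ex 340/Em 450 nm) was followed for 8 min.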
Pin1 inh: blocks the human prolyl isomerase Pin1 | Q13526 | Potency, µM (top dose mostly 115 µM), for the others: at the top dose activity, negative = inhibition, actives largely listed as inhibitors | AID 504891 | hit rate 0.009% among 390,000 | Pin1 FP peptide displacement, HiFluor488, 10 min; active means well fitted inhibition curve with a large enough effect in the polarisation, with a control signal flat, not every such curve was filed as active; inconclusive means small, poorly fitted or top-dose-only effect, or effect the other way, or a change in a side signal; inactive means no such curve, though single readings can be large or run the other way; the % refers to the polarisation; further: potency means the concentration at half of the fitted maximal effect; on the % scale 0 is the no-effect control and ±100 the full control effect
Target sequence (Q13526 whole entry, looked up): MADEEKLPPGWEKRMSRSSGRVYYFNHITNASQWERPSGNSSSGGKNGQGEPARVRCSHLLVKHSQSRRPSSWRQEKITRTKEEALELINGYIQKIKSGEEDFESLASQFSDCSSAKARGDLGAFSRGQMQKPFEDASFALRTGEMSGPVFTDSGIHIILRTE
TRHR enhancer: TRH receptor (human) allosteric enhancement. enhancement, % at 2 µM. hit rate 0.66% among 360,000. P34981. TRHR cells, fluo-8 calcium fluorescence, EC20 TRH enhancement. AID 493056; in the data active means enhancement above about 30%; further: 0% is about no effect
Target sequence (P34981 whole entry, looked up): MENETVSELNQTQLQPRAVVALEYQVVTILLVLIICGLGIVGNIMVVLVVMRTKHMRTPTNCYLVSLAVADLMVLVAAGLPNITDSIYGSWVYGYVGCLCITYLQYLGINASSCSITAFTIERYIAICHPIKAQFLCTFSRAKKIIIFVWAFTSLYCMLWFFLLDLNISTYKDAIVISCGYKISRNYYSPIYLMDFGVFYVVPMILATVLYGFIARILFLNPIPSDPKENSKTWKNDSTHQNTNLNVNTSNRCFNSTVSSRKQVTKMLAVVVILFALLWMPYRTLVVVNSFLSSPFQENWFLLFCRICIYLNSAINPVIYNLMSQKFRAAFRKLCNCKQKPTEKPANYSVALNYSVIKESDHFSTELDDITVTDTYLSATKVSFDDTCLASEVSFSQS
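Enhancer read-out: after compound pinning and an initial kinetic agonist-mode read, an EC20 of TRH (10 nM final) was injected and fluo-8 calcium signal (Ex 480/Em 530) followed at 1 s/cycle for 100 cycles in TRHR-expressing cells.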
TRHR agonist: TRH receptor (human) agonism. P34981. TRHR cells, calcium flux fluo-8, FDSS agonist mode. activation, % at 2 µM. hit rate 0.18% among 360,000; in the data active means activation above about 30%; further: 0% is about no effect
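In this calcium-flux screen, cells bearing human TRHR are dye-loaded with fluo-8, baselined for 10 cycles, then exposed to library compounds; positive kinetic calcium responses during the agonist phase mark hits, with TRH as control.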
D2 agonist: agonists of human D2 dopamine receptor | P14416 | HEK293 T-REx D2 cells, calcium flux agonist mode | activation, % at 2 µM | hit rate 0.53% among 340,000 | AID 485358;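 active means activation over 3 SD above normal in the single-dose calcium agonist read, cut at about 30% in these data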; further: 0% is about no effect
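In this primary screen, compounds producing a positive calcium signal within 180 s of addition to tetracycline-induced, force-coupled HEK293 Trex D2 cells are flagged; cells are dye-loaded with a no-wash calcium kit beforehand.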
IDH1 R132H inh: human IDH1 R132H inhibition; O75874; IDH1-R132H enzyme, NADPH consumption, diaphorase/resazurin fluorescence; Potency, µM (doses to about 76.6 µM), for the others: top-dose activity change, negative = inhibition, most hits filed as inhibitors; hit rate 0.093% among 390,000; further: potency means the concentration at half of the fitted maximal effect; on the % scale 0 is the no-effect control and ±100 the full control effect; nearly all actives have a fitted effect of over 65% in size
Target sequence (O75874 whole entry R132H, stated change not applied): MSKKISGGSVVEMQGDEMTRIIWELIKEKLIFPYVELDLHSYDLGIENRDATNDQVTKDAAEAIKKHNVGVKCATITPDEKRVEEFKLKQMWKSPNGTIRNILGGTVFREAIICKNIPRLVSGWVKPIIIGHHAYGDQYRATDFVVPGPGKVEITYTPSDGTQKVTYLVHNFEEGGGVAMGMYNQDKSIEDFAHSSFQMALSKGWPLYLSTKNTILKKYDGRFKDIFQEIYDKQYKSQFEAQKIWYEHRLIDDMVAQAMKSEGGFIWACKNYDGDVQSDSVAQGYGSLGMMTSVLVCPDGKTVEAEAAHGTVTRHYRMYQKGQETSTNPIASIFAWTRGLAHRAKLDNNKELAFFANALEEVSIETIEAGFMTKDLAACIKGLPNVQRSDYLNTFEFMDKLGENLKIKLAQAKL
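IDH1-R132H (0.5 ug/mL dispensed) in pH 7.5 Tris buffer was preincubated 30 min with compound, then given a substrate mix of 0.016 mM NADPH and 2 mM alpha-KG for 80 min at room temperature; remaining NADPH was read by diaphorase/resazurin fluorescence.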
TrxR1 substrate: is turned over as a substrate by rat TrxR1 | O89049 | purified TrxR1 substrate turnover, NADPH consumption readout | Potency, µM (titrated, usually from 114 µM), for inactives: top-dose activity change, negative = substrate turnover | hit rate 0.01% among 390,000; further: potency means the concentration at half of the fitted maximal effect; on the % scale 0 is the no-effect control and ±100 the full control effect; nearly all actives have a fitted effect of over 50% in size
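Rat TrxR1, dispensed at 90 nM, was prereduced with 400 uM NADPH (final) for 5 min at ~22 deg C, then incubated with compound 15 min before 400 uM selenite. A first-read NADPH fluorescence drop versus no-compound background flagged substrates.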
USP1-UAF1 inh: inhibitors of human USP1/UAF1 deubiquitinase; O94782; recombinant USP1/UAF1, Ub-Rhodamine cleavage fluorescence; Potency, µM (top dose mostly 57.1 µM), for the others: at the highest dose activity change, negative = inhibition, actives largely listed as inhibitors; hit rate 0.23% among 390,000; AID 743255; further: potency means the concentration at half of the fitted maximal effect; on the % scale 0 is the no-effect control and ±100 the full control effect; nearly all actives have a fitted effect of over 60% in size; inactives centre near -12
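High-throughput fluorogenic screen: 1nM USP1/UAF1 complex, Ub-Rho substrate 150nM final, 50mM HEPES pH 7.8 with 0.5mM EDTA, 0.1 mg/ml BSA, 1mM TCEP and 0.01% Tween-20.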
D2 antag: antagonizes the human D2 dopamine receptor. P14416. AID 485344. inhibition, % at 10 µM. HEK293 TREx D2 cells, calcium flux, dopamine EC80. hit rate 2% among 340,000; in the data active means inhibition above about 30%; further: 0% is about no effect
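Inhibition of EC80 dopamine-driven calcium flux, recorded kinetically, defines activity here; cells are a tetracycline-induced HEK293 T-REx line expressing force-coupled D2.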
* marks the source's active call; other numbers are inactive results; ? = inconclusive; · = no result given; [ ] = remark or other dose. Unless noted, the call rests on the fitted dose curve; in most records, active means well fitted inhibition curve with a large enough effect; inconclusive means small, poorly fitted or top-dose-only effect; inactive means no such curve, though single readings can be large or run the other way. A portion of the library. The share of hits here may be higher or lower than overall.

Each structure is followed by: D2 antag	D2 agonist	rTrxR1 inhibitor	TrxR1 substrate	TRHR agonist	TRHR enhancer	IDH1 R132H inh	USP1-UAF1 inh	Pin1 inh
- c1coc(C2Nc3cccc4cccc(c34)N2)c1
 : 5	0.1	·	·	-0.9	-2	·	·	·
- Cc1c(Cl)c(C(F)(F)F)nn1CC(=O)N1CCSCC1
 : -22	-0.5	1%	-9%	-0.5	5	3%	-7%	5%
- C/C(Cc1ccccc1)=N\NC(=O)CNC(=O)Cc1ccc(Cl)cc1
 : -8	0.0	24%[57.1 µM]	11%[57.1 µM]	0.4	2	7%	-16%	-1%
- COc1ccccc1CCC(=O)NNC(=O)c1ccc(Br)cc1
 : ·	·	-1%[57.1 µM]	2%[57.1 µM]	-0.4	5	-2%	-18%	4%
- Cc1nnc(NC(=O)c2ccccc2C(=O)O)s1
 : -4	0.5	4%	-2%	-0.7	6	-1%	-1%	?
- COC(=O)c1ccc(NC(=O)c2cccc(NC(=O)c3ccco3)c2)cc1
 : -6	-0.2	13%[57.1 µM]	6%[57.1 µM]	0.9	1	5%	-18%	28%
- CCCC1(C)Nc2ccccc2-c2nc3ccccc3n21 (stereo not drawn)
 : 4	-0.6	141%[activator][57.1 µM]	253%[activator][57.1 µM]	0.4	-5	6%	-10%	-1%
- COc1ccc(S(=O)(=O)N2CCOCC2)cc1NC(=O)CNC(=O)c1cccs1
 : 12	0.4	16%	0%	1.0	-1	-7%	-27%	0%
- COc1ccc(-c2nc(S(=O)(=O)c3ccccc3)c(N3CCCCC3)o2)cc1
 : ·	-0.4	-3%	-2%	-0.8	5	·	2%	2%
- CCOC(=O)Cn1nnnc1C(C(C)C)N(Cc1cc2c(C)cc(C)cc2[nH]c1=O)C1CCCC1 (stereo not drawn)
 : -5	-0.1	10%[57.1 µM]	3%[57.1 µM]	-0.4	2	2%	-12%	13%
- COc1ccc2oc3cc(C)[n+]([O-])c(-c4ccc(Cl)cc4)c3c2c1
 : -11	-0.4	4%	3%	-0.9	1	0%	-4%	2%
- Cn1nc(C(=O)OCc2ccc(F)cc2)c2ccccc2c1=O
 : 10	0.8	11%[57.1 µM]	1%[57.1 µM]	-0.9	-4	11%	-19%	1%
- COC(=O)c1cc(C(=O)Nc2ccc(S(N)(=O)=O)cc2)cc([N+](=O)[O-])c1
 : ·	·	13%	-3%	-1.2	3	-7%	-23%	0%
- C[C@H](NC(=O)c1ccc(Br)cc1)C(=O)NCc1ccc(S(N)(=O)=O)cc1
 : 2	0.1	-10%[57.1 µM]	-7%[57.1 µM]	-2.1	-5	0%	-24%	-2%
- COc1ccccc1CNC(=O)CSc1nc(-c2ccccc2)cn1N
 : -9	0.7	-5%	-4%	0.4	-2	-5%	2%	2%
- CCn1c(SCC(=O)N2CCCC2)nnc1-c1ccco1
 : 1	0.9	?	6%	0.0	12	11%	-1%	-1%
- CCOC(=O)/C(C#N)=C/c1c(Oc2cccc(C)c2)nc2ccccn2c1=O
 : -8	-1.3	10%	-6%	0.0	7	15%	-21%	6%
- CCCN(CCC)S(=O)(=O)c1ccc(C(=O)Nc2cccnc2)cc1
 : -4	0.0	9%	0%	0.3	-8	-5%	-5%	-6%
- CCOC(=O)C(C#N)(Cc1ccc2ccccc2n1)Cc1ccc2ccccc2n1
 : ·	·	3%[2.29 µM]	-3%[2.29 µM]	·	·	3%	-14%	4%
- NCCCCCc1nnc(SCc2ccccc2Cl)o1
 : -4	-0.1	41%[activator]	9%	0.3	7	11%	-11%	2%
- CN(C)CCNC(=S)Nc1ccc(-c2nc3ccccc3[nH]2)cc1
 : -1	-3.8	17%	9%	0.0	-1	11%	-20%	0%
- COc1ccc(NC(=O)Nc2cccc3cccnc23)cc1
 : 1	-1.8	4%[57.1 µM]	0%[57.1 µM]	-1.2	2	13%	-13%	-7%
- O=S1(=O)c2c(Oc3cccc4ccccc34)cccc2OC(COCc2ccccc2)CN1C1CCCC1 (stereo not drawn)
 : ·	·	29%	1%	·	·	0%	-17%	18%
- O=C(CN1C(=O)C2CCCCC2C1=O)OCc1nnc(-c2ccccc2)o1 (stereo not drawn)
 : 8	-0.4	0%[57.1 µM]	-5%	-0.4	-2	-3%	-18%	-10%
- O=C(O)C(=Cc1cc2c(cc1[N+](=O)[O-])OCO2)c1cc2c(cc1Br)OCO2
 : ·	·	14%[11.4 µM]	8%[57.1 µM]	·	·	7%	-11%	-15%
- CCCCNC(=O)c1onc(CSc2ccccc2C)c1C(=O)O
 : 8	-0.3	20%	4%	0.7	4	3%	?	5%
- O=C1CCC([N+](=O)[O-])C(c2cc3c(cc2Br)OCO3)N1 (stereo not drawn)
 : -14	0.2	-10%	-6%	0.2	3	5%	0%	7%
- CC(=O)N[C@@H](C)C(=O)N1CCN(S(=O)(=O)c2ccc(Cl)cc2)CC1
 : 2	-0.5	1%[57.1 µM]	4%[57.1 µM]	0.1	2	2%	8%	1%
- OCCC1CN(Cc2nc3ccccc3s2)CCN1CCc1ccccc1 (stereo not drawn)
 : 7	2.6	-6%	-3%	3.0	4	3%	-7%	12%
- COc1ccccc1-c1nnc(C2CCN(S(=O)(=O)c3ccc(CC(C)C)cc3)CC2)o1
 : ·	-0.6	8%	0%	-0.8	-3	-29%	?	3%
- CCN1C2=C(C(=O)CCC2)C(c2ccc(O)c(Br)c2)C2=C1CCCC2=O
 : 17	-2.2	-19%	12%	-0.8	-24	10%	-10%	-11%
- CCOc1ccc(NC(=O)Cn2nc(-c3ccccc3Cl)n(CC)c2=S)cc1
 : 9	-1.0	3%	0%	-0.6	-7	11%	-7%	-9%
- COc1ccc(S(=O)(=O)N(C)C[C@H]2Oc3ccc(NC(=O)C4CC4)cc3C(=O)N([C@H](C)CO)C[C@@H]2C)cc1
 : ·	·	-4%	2%	·	·	-4%	4%	-2%
- COc1ccc2c(c1)c(=O)cc(-c1ccccc1)n2C
 : 10	-0.1	4%	5%	-0.1	-4	6%	-14%	-2%
- Cc1cc(Cl)ccc1N(CC(=O)N=Nc1c(O)[nH]c2ccccc12)S(C)(=O)=O
 : -1	-0.7	12%	-3%	-0.6	-1	1%	-5%	-2%
- CCN(CCCNC(=O)CN(C)S(=O)(=O)c1ccc2c(c1)CCC(=O)N2)c1cccc(C)c1
 : 15	0.3	9%	8%	0.1	1	7%	-14%	7%
- O=C(OCc1nc2ccccc2s1)c1ccc([N+](=O)[O-])o1
 : 20	-1.5	-3%[57.1 µM]	3%[57.1 µM]	-0.6	-3	8%	-8%	-1%
- COC(=O)CCc1n[nH]c(=O)[nH]c1=O
 : 10	-0.3	34%	8%	-0.3	7	-10%	5%	-4%
- COc1ccccc1CNC(=O)COC(=O)C1CCN(S(=O)(=O)c2ccccc2)CC1
 : 5	-0.6	4%	-4%	-0.6	1	-3%	-11%	2%
- COc1ccc(C2CC(=O)c3c([nH]c(C(=O)OCc4ccccc4)c3C)C2)cc1 (stereo not drawn)
 : ·	1.1	8%	-4%	1.7	1	13%	0%	1%
- Cc1nnc2n1N=C(c1ccc(OC(F)F)cc1)C(C)S2 (stereo not drawn)
 : 56*	0.7	14%	5%	-0.7	-3	-5%	-7%	0%
- C/C=C/c1ccc(OCC(O)CN2CCCCCCC2)c(OC)c1 (stereo not drawn)
 : -10	0.0	13%[57.1 µM]	-3%[57.1 µM]	-1.3	-5	0%	-9%	1%
- Cc1oc(-c2cccc3ccccc23)nc1CN1CCC[C@H]1CO
 : -10	7.4	19%	18%	1.0	1	0%	-23%	7%
- O=[N+]([O-])c1ccc(Cl)cc1NCC1CCCO1 (stereo not drawn)
 : 14	-0.2	-11%	-16%	-0.2	6	-2%	-4%	-2%
- Cc1c(C(=O)O)sc(=S)n1CCOc1ccccc1
 : -6	1.3	-2%	1%	-0.1	0	-1%	?	-3%
- COc1ccc(NC(=O)c2ccc(-c3ccc(-c4noc(C)n4)cc3C)cc2)cc1N1CCN(C)CC1
 : -13	0.5	9%[57.1 µM]	5%[57.1 µM]	-0.1	1	-7%	-20%	-1%
- Cn1c(SCC(=O)c2ccccc2)ncc(C(=O)Nc2ccc(F)cc2)c1=O
 : 6	-0.2	4%	2%	-1.7	2	-2%	2%	1%
- CCOc1ccc(Nc2nc(N)nc(CSC(=S)N3CCN(c4ccccc4)CC3)n2)cc1
 : -18	2.1	20%[57.1 µM]	6%[57.1 µM]	0.3	4	2%	-24%	-3%
- Cc1csc(NC(=O)CSc2nnc(-c3ccoc3C)o2)n1
 : -7	0.8	2%	3%	-0.6	0	5%	-11%	24%
- O=C(c1ccc(Oc2ccc(C(F)(F)F)cn2)cc1)N1CCN(c2ccccc2)CC1
 : ·	·	22%	-8%	·	·	7%	-11%	-7%
- Cc1noc(NS(=O)(=O)c2ccc(N/C=C\C(=O)c3cccs3)cc2)c1C
 : -18	1.5	?	-21%	0.1	5	-7%	-4%	-2%
- Cc1cc(C(c2ccc(C)o2)c2ccc(C)o2)c(O)c([N+](=O)[O-])c1
 : -2	0.8	-19%[57.1 µM]	12%[57.1 µM]	0.6	22	1%	-25%	-11%
- CCc1ccc(CNC(=O)Cc2ccc(NC(=O)C3=C(C)OCCS3)cc2)cc1
 : -1	-3.3	-1%	-4%	-0.6	-6	0%	-8%	10%

Record cards, from the list above.
Entry for `Cn1c(SCC(=O)c2ccccc2)ncc(C(=O)Nc2ccc(F)cc2)c1=O` → D2 antag: 6; D2 agonist: -0.2; rTrxR1 inhibitor: 4%; TrxR1 substrate: 2%; TRHR agonist: -1.7; TRHR enhancer: 2; IDH1 R132H inh: -2%; USP1-UAF1 inh: 2%; Pin1 inh: 1%
Entry for `Cc1noc(NS(=O)(=O)c2ccc(N/C=C\C(=O)c3cccs3)cc2)c1C` → D2 antag: -18; D2 agonist: 1.5; rTrxR1 inhibitor: ?; TrxR1 substrate: -21%; TRHR agonist: 0.1; TRHR enhancer: 5; IDH1 R132H inh: -7%; USP1-UAF1 inh: -4%; Pin1 inh: -2%

High-throughput results from PubChem.
